From PubChem BioAssay
HDAC3 inh: inhibitors of human histone deacetylase 3; inhibition, % at 8.3 µM; AID 2718; recombinant HDAC3, fluorogenic peptide/trypsin coupled, fluorescence; 320,000 tested, 0.15% active; in the data active = inhibition above about 26%, passing the limit was not always enough
RGS4 pot: potentiators or activators of RGS4. HEK293 M3R/inducible RGS4, carbachol calcium flux Fluo4; stronger effect = lower value. B-score at 10 µM. 310,000 tested, 0.92% active. AID 463111;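 active = B-score of the integrated calcium signal more than 4 SD below the library mean, with starting fluorescence not abnormally high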;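 also: negative B-score means reduced calcium response which marks RGS4 activation or potentiation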
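Detection: kinetic calcium fluorescence imaging with Fluo4-AM dye, 2 µM / Material: HEK293 cells with stable M3R and inducible RGS4 / Schedule: recording 10 s baseline at 1 Hz, 100 s post-agonist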
hERG rescue: compounds protecting human hERG from proarrhythmic drug block; Q12809; CHO-hERG, FluxOR thallium flux, dofetilide IC70 present; activation (rescue from dofetilide block), less the hit threshold, % at 10 µM; 310,000 tested, 0.51% active; AID 1511;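 active = activation above the mean of controls blocked by dofetilide plus 5 SD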;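 also: thallium influx through hERG after potassium depolarization seen as dye fluorescence rise; in these data hits start at about 4.7%; inactives centre near -7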
SKKanGAS inh: blocks kanamycin growth of S. pyogenes SKKanGAS strain; BacTiter-Glo, 6 h; inhibition, % at 7.5 µM; 300,000 tested, 1.3% active;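 active = mean replicate score, as percent of positive control median, at least 50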;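 also: strain carries kanamycin resistance gene driven by streptokinase promoter and grows in 40 µg/ml kanamycin; loss of luminescence reflects streptokinase promoter inhibition or plain growth inhibition; 0% = median of DMSO wells and 100% = positive control at its reference dose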
KCNQ1 inh: inhibitors of human KCNQ1 potassium channel. P51787. CHO-K1 KCNQ1, FluxOR thallium flux fluorescence; stronger effect = higher value. B-score at 10 µM. 310,000 tested, 1.3% active. AID 2642;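 active = compounds whose thallium flux B-score, printed positive for inhibition, exceeds three library SD while starting fluorescence stays within three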;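 also: channel opened by potassium depolarization with thallium stimulus after 20 min compound exposure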
KCNK3 block: human KCNK3 channel inhibition, primary screen; O14649; CHO-KCNK3 thallium flux, FluxOR fluorescence; stronger effect = lower value; B-score at 10 µM; 340,000 tested, 0.84% active; AID 602410;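 active = B-score under library mean minus 4 SD, starting fluorescence ratio at most library mean plus 5 SD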;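 also: more negative B-score means stronger inhibition of thallium flux through KCNK3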
KCNQ1 act: potentiates or activates the human KCNQ1 potassium channel; P51787; CHO-K1 KCNQ1, thallium flux FluxOR fluorescence; stronger effect = higher value; B-score at 10 µM; 310,000 tested, 0.35% active; AID 2648;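 active = fluorescence ratio B-score, a plate-corrected score, at least three library SD, with initial intensity B-score within 5 SD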
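Assay system: CHO-K1 cells stably expressing KCNQ1. Medium: assay buffer for compound exposure, DMSO matched across wells. Timing: 37 °C overnight plating, 90-min dark dye load, 20-min compound pretreatment. Signal: kinetic FluxOR fluorescence, 10 s baseline plus 110 s post-stimulus.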
RGS4 block: human RGS4 inhibition | P49798 | B-score at 10 µM | HEK293 M3R/RGS4 inducible, Fluo-4 calcium flux; stronger effect = higher value; triggered by carbachol at its EC20 | 310,000 tested, 0.45% active | AID 463165;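 active = B-score, a plate-corrected calcium signal, over three deviations above library mean, with baseline fluorescence within five deviations of library mean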;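 also: RGS4 expression induced by doxycycline in cells with stable M3 receptor; B-score is computed from the integrated fluorescence ratio over baseline after carbachol; higher B-score means a larger calcium signal and so more RGS4 inhibition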
ANO1 activ: mouse TMEM16A channel activation, primary screen | Q8BHY3 | HEK293 TMEM16A/YFP-H148Q/I152L, iodide quench fluorescence; stronger effect = lower value | B-score at 10 µM | 340,000 tested, 0.3% active | AID 623877;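 active = fluorescence-ratio B-score plate-corrected deviation score at least 3 library SD below zero, with starting fluorescence score within 5 deviations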;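 also: channel opened by trigger with iodide after compound preincubation; score built on the fluorescence ratio of max minus min over baseline; more negative score means more quench and so TMEM16A activation or potentiation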
Target sequence (Q8BHY3 whole entry, looked up): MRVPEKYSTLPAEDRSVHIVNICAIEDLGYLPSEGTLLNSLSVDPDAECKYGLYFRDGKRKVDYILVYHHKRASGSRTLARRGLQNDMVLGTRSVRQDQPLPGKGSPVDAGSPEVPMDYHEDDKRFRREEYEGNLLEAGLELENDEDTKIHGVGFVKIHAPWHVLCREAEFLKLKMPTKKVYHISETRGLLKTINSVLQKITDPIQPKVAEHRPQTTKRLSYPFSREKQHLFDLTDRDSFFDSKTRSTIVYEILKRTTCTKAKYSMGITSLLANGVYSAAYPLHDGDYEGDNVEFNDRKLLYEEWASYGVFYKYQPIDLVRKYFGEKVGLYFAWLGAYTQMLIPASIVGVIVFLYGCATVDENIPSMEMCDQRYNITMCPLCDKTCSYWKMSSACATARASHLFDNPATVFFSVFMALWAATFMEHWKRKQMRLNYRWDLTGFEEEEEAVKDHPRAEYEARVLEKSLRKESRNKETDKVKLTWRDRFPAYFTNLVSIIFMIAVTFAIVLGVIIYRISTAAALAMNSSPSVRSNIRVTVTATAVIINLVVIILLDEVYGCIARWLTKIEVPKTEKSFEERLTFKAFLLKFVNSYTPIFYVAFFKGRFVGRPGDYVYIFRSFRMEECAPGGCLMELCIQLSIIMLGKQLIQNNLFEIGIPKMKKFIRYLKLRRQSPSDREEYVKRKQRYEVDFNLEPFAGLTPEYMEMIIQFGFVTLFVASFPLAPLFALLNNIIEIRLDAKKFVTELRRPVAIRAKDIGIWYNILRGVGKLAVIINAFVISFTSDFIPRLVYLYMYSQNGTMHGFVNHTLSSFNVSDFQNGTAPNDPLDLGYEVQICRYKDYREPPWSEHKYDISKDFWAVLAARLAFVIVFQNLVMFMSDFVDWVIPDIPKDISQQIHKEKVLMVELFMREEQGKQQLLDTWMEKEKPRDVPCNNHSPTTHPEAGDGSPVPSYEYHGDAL
TMEM16A inh: inhibitors of mouse TMEM16A calcium-activated chloride channel; Q8BHY3; HEK293 TMEM16A/YFP iodide influx fluorescence, ionomycin; normalized B-score (activity score, 25-100; higher = stronger inhibition) at 10 µM; 310,000 tested, 1.2% active; AID 588511;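 active = ratio plate-corrected score three or more library SD toward inhibition, starting fluorescence score within five deviations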;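 also: score derived from kinetic fluorescence span divided by baseline fluorescence per well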
KCNK9 block: human KCNK9 channel inhibition; Q9NPC2; AID 488922; 310,000 tested, 1.2% active; HEK293 KCNK9, FluxOR thallium flux fluorescence; stronger effect = lower value; B-score at 10 µM;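 active = ratio B-score over 3 SD below the library mean, with starting fluorescence within 5 SD of its mean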;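 also: negative B-score means less thallium flux so channel inhibition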
* marks the source's active call; other numbers are inactive results; i = inactive; . = no result given.

SMILES | HDAC3 inh | RGS4 pot | hERG rescue | SKKanGAS inh | KCNQ1 inh | KCNK3 block | KCNQ1 act | RGS4 block | ANO1 activ | TMEM16A inh | KCNK9 block
COc1ccc(OC)c(S(=O)(=O)Nc2cccc(O)c2)c1 | 0.9 | i | -6.6 | -0.9 | i | i | i | i | i | i | i
O=c1oc2ccc([N+](=O)[O-])cc2c(N2CCOCC2)c1[N+](=O)[O-] | 0.0 | i | -5.2 | -9.7 | i | . | i | i | . | i | i
O=C1OC(Cc2ccncc2)C(O)=C1C1=NCCCN1 (stereo not given) | 2.7 | i | -7.7 | -8.6 | i | i | i | i | i | i | i
COC(C(=O)Nc1cc([N+](=O)[O-])ccc1C)c1ccccc1 (stereo not given) | -0.3 | i | 3.2 | -16.1 | i | i | i | i | i | i | i
Cc1[nH]c(=O)[nH]c(=O)c1/C=N/NC(=O)CCCCCNC(=O)OC(C)(C)C | 4.5 | i | -13.1 | -22.6 | i | i | i | i | i | i | i
CSCC[C@H](NC(=O)[C@H](Cc1ccccc1)n1c(=O)[nH]c2ccccc2c1=O)C(=O)N[C@@H](Cc1ccccc1)C(=O)O | 1.0 | i | -7.3 | -2.8 | i | i | i | i | i | i | i
Cc1cc(CNC(=O)C(C)Cc2ccccc2)nn1C (stereo not given) | 0.5 | i | -5.3 | -1.6 | i | i | i | i | i | i | i
CCOc1ccccc1NC(=O)CC1Nc2ccccc2NC1=O (stereo not given) | 6.1 | i | -5.0 | 10.7 | i | i | i | i | i | i | i
COc1ccc(/C=C/c2nnc(NC(=O)CSc3ccc(Cl)cc3)s2)cc1 | -3.1 | i | -7.7 | -9.2 | i | i | i | i | i | i | i
Cc1ccc(C)c(C(=O)N(Cc2nc(-c3ccc(Cl)cc3)no2)C(C)C)c1 | 2.1 | i | -9.7 | 13.4 | i | -8.84* | i | i | i | i | i
O=[N+]([O-])c1ncccc1OCc1ccccc1Br | -0.8 | i | -16.3 | 0.4 | i | i | i | i | i | i | i
O=C(COC(=O)c1cc(=O)[nH]c2ccccc12)c1ccc(Br)cc1 | -2.9 | i | -8.3 | -1.0 | i | i | i | i | i | i | i

Rewritten with values under each structure: part of the list above
Under each structure – HDAC3 inh, RGS4 pot, hERG rescue, SKKanGAS inh, KCNQ1 inh, KCNK3 block, KCNQ1 act, RGS4 block, ANO1 activ, TMEM16A inh, KCNK9 block
- Cc1[nH]c(=O)[nH]c(=O)c1/C=N/NC(=O)CCCCCNC(=O)OC(C)(C)C
    4.5, i, -13.1, -22.6, i, i, i, i, i, i, i
- COC(C(=O)Nc1cc([N+](=O)[O-])ccc1C)c1ccccc1 (stereo not given)
    -0.3, i, 3.2, -16.1, i, i, i, i, i, i, i

Next section
SMILES | HDAC3 inh | RGS4 pot | hERG rescue | SKKanGAS inh | KCNQ1 inh | KCNK3 block | KCNQ1 act | RGS4 block | ANO1 activ | TMEM16A inh | KCNK9 block
COc1ccc(Br)cc1CNC(=O)Nc1cccs1 | 6.6 | i | -14.8 | 1.9 | i | i | i | i | i | i | i
Cc1ccc(NC(=O)Nc2ccc(S(N)(=O)=O)cc2)cc1 | -2.5 | i | -7.5 | -0.9 | i | i | i | i | i | i | i
O=C(COc1ccc2ccc(=O)oc2c1)c1ccccc1 | -2.5 | i | -1.0 | -1.2 | i | i | i | i | i | i | i
O=C(N/N=C/c1ccc(Br)o1)c1cncc(Br)c1 | 9.8 | i | -13.5 | -9.8 | i | i | i | i | i | i | i
Cc1c(C)c2ccc(OCC(=O)NCCN3CCOCC3)c(C)c2oc1=O | -31.5 | i | -8.5 | 9.2 | i | i | i | i | i | i | i
CC(C)(C)C(=O)Cn1c(=O)n(CC2CCCO2)c(=O)c2ccccc21 (stereo not given) | 0.7 | i | -5.3 | -2.0 | i | i | i | i | i | i | i
O=C(O)c1ccc(N=c2oc3cc(O)ccc3cc2C(=O)NCc2ccccc2)cc1 | -7.0 | i | -15.0 | 42.9 | i | i | i | i | i | i | i
CCc1nc(NC(C)(C)C)c2cnn(-c3ccccc3)c2n1 | 7.1 | i | -3.6 | 24.9 | i | i | i | i | i | i | i
COc1cc(/C=N/O)cc(Br)c1OCc1cccc(Cl)c1 | 10.0 | i | -11.2 | 22.2 | i | i | i | i | i | i | i
O=C(N/N=C1\CC2CC=CC12)c1ccc(Br)cc1 (stereo not given) | 3.6 | i | -9.8 | -4.8 | i | i | i | i | i | i | i
CCOC(=O)N/N=C/c1c[nH]c2ccccc12 | 1.0 | i | -5.2 | -4.1 | i | i | i | i | i | i | i
CC(C)(C)NC(=O)C(c1ccccc1)N(C(=O)c1csnn1)C1CC1 (stereo not given) | 0.4 | i | -15.5 | -4.8 | i | i | i | i | i | i | i
O=C(NCc1ccncc1)C(=O)NCC1OCCN1S(=O)(=O)c1cc(F)ccc1F (stereo not given) | 1.0 | i | -5.1 | 1.0 | i | i | i | i | i | i | i
CCN(CC)S(=O)(=O)c1ccc2c(c1)nc(CCC(=O)OCc1c(C)noc1C)n2C | -1.5 | i | -9.0 | 7.5 | i | i | i | i | i | i | i
CN(C)Cc1c(O)ccc2[nH]cnc12 | 3.7 | i | -1.1 | -3.9 | i | -10.3* | i | i | i | i | i
O=C(NC(Cc1ccccc1)C(=O)O)C1CCN(S(=O)(=O)c2cccc(C(F)(F)F)c2)CC1 (stereo not given) | -4.1 | i | -7.6 | 5.6 | i | i | i | i | i | i | i
Cc1ccc(C)c(NC(=O)c2ncn[nH]2)c1 | 5.1 | i | -4.2 | 0.5 | i | i | i | i | i | i | i
CCOC(=O)c1c(C)[nH]c(C)c1C(=O)COC(=O)[C@@H](NC(=O)c1ccccc1OCC)C(C)C | 2.2 | i | -12.8 | 1.0 | i | -9.09* | i | i | i | i | i
COc1ccc(CN2CCSCC2)cc1O | -4.7 | i | -5.9 | -9.0 | i | i | i | i | i | i | i
CCc1[nH]nc2c1C1(CCN(C(=O)OCc3ccccc3)CC1)C(C#N)=C(N)O2 | -1.7 | i | -8.0 | 2.0 | i | i | i | i | i | i | i
Cc1ccc(N(C)C(=O)C2CCN(S(=O)(=O)c3ccc4c(c3)oc(=O)n4C)CC2)cc1 | 2.9 | i | -2.3 | -4.2 | i | i | i | i | i | i | i
COc1ccc(NS(=O)(=O)NC(=O)c2c(C)n(C)c3ccccc23)cc1 | -1.2 | i | -5.8 | -0.1 | i | i | i | i | i | i | i
N#CC1(c2c(O)nc3n(c2=O)CCCS3)CCCCC1 | -2.5 | i | -0.1 | 3.0 | i | i | i | i | i | i | i
CN(CC(=O)NC1CCCCCC1)S(=O)(=O)c1ccc(F)cc1 | -4.0 | i | -11.4 | 1.9 | i | i | i | i | i | i | i
O=c1c(-c2ccc(Oc3ccccc3)cc2)[n+]([O-])c2ccccc2n1OCc1ccccn1 | 1.7 | i | -7.3 | 2.0 | i | i | i | i | i | i | i
COCc1[nH][nH]c(=O)c1C=Nc1ccc(Cl)cc1 | 0.2 | i | -6.1 | 14.1 | i | i | i | i | i | i | i
O=C(O/N=C/c1ccc2c(c1)OCO2)c1ccc([N+](=O)[O-])cc1 | 1.4 | i | -5.0 | 5.3 | i | i | i | i | i | i | i
CC(C)(C)c1cc(-n2ccnc2)n2ncc(-c3ccc(Cl)cc3)c2n1 | -3.7 | i | -6.7 | 12.8 | i | i | i | 4.7* | i | i | i
Cc1cccc(/C=N/n2c(-c3ccccc3)n[nH]c2=S)c1O | 1.3 | i | -8.4 | 8.0 | i | i | i | i | i | i | i
COc1ccccc1OCC(=O)NN=C(Cc1ccccc1)Cc1ccccc1 | 2.8 | i | -7.3 | 35.3 | i | i | i | i | i | i | i
CCOC(=O)c1[nH]c2ccc(F)cc2c1NC(=O)CCN1CCOCC1 | -9.7 | i | -6.5 | -0.9 | i | i | i | i | i | i | i
Cc1ccc(C)c(N(CC(=O)NC2CCCC2)C(=O)c2cc3cc4cccc(C)c4nc3s2)c1 | -2.5 | i | -14.5 | 7.0 | i | i | i | i | i | i | i
O=C(N/N=C\c1ccc(-c2ccc([N+](=O)[O-])cc2)o1)c1ccc2c(c1)OCO2 | 0.4 | i | 0.0 | -4.7 | i | i | i | i | i | i | i
Cc1ccc(S(=O)(=O)N(C)CC(=O)OCC(=O)Nc2ccccc2)cc1 | -0.5 | i | -8.3 | -10.2 | i | i | i | i | i | i | i
COc1ccc(C(=O)Nc2ccc(C3(C#N)CCCC3)cc2)cc1OC | 1.7 | i | -10.5 | 0.2 | i | i | i | i | i | i | i
Cc1ccccc1NC1=C(Cl)C(=O)N(C2CCCCC2)C1=O | -1.2 | i | -8.8 | 9.7 | i | i | i | i | i | i | i
Cc1cc(C)n(-c2cc(C(C)(C)C)nc3c(-c4ccc(Cl)cc4)cnn23)n1 | -7.8 | i | -7.8 | 11.6 | i | i | i | 8.56* | i | i | i
CC(C)(C)NC(=O)CSc1nnc(NC(=O)CCn2cnc3ccccc3c2=O)s1 | 3.2 | i | -9.7 | -2.7 | i | i | i | i | i | i | i
NC(=O)CC(NC(=O)Cc1ccc(Cl)cc1)c1ccc(N2CCC(Cc3ccccc3)CC2)c([N+](=O)[O-])c1 (stereo not given) | -1.0 | i | -8.9 | 16.7 | i | i | i | i | i | i | i
NC(=O)CSc1nnc(-c2ccccc2Br)n1-c1cccc(C(F)(F)F)c1 | 1.3 | i | -2.9 | 1.4 | i | i | i | i | i | i | i
CCOC(=O)c1ccccc1NC(=O)COC(=O)C1CC(=O)N(c2ccc3c(c2)OCCO3)C1 (stereo not given) | -4.9 | i | -3.4 | -11.6 | i | i | i | i | i | i | i
Cc1ccc(C(=O)COC(=O)C(C)N2C(=O)C3C4CCC(C4)C3C2=O)cc1C (stereo not given) | 1.0 | i | -19.5 | 4.8 | i | i | i | i | i | i | i
Cc1c(C#N)c2ccccc2n1CC(=O)NCCc1c[nH]c2ccccc12 | -7.2 | i | -4.4 | -2.9 | i | i | i | i | i | i | i
N#Cc1nc(COc2ccc(Br)cc2)oc1N1CCCCCC1 | 4.2 | i | -7.0 | 2.9 | i | -15* | i | i | i | i | i
O=C(NNS(=O)(=O)c1cc(Cl)c(Cl)cc1Cl)c1cccnc1 | -12.2 | i | 2.5 | 0.9 | i | i | i | i | i | i | i
Oc1cccc(/C=C/c2ccc3cccc(O)c3n2)c1 | 5.8 | i | -9.9 | 57.4* | i | i | i | i | i | i | i
Cn1nc(-c2ccccc2)nc1-c1ccccc1 | -6.3 | i | -9.2 | -2.6 | i | i | i | i | i | i | i
O=C(O)CCC(=O)Nc1ccc(-n2ccc(C(F)(F)F)n2)cc1 | -0.9 | i | -2.2 | 14.6 | i | i | i | i | i | i | i
